Source: PubChem (several laboratories)
HIF-2a inh: HIF-2a reporter inhibitors, primary screen, luminescence, 786-0 RCC cells; inhibition, % at 18.8 µM; AID 624352, 2012; 360,000 tested, 0.72% active; 786-0 RCC cells HIF-2a reporter, luciferase luminescence, overnight;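 active = inhibition of the luminescence signal of 40% or more relative to plate controls, in a single-dose primary screen at 18.75 µM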
NR2E3 ag-1: NR2E3 agonists in two-hybrid cells, primary screen, cell-based, luminescence, CHO-S, Gal4-NCOR/VP16-NR2E3; Photoreceptor-specific nuclear receptor (Homo sapiens), Q9Y5X4; luciferase; inhibition of corepressor binding, % at 3.98 µM; 360,000 tested, 0.35% active; AID 602229, 2012;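 active = inhibition above the mean of all tested compounds plus 3 SD, cut at about 70% in these data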;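 also: 0% = DMSO with NR2E3 transfected cells and 100% = cells lacking NR2E3 construct; higher means lower luciferase signal from less NR2E3 corepressor binding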
Target sequence (Q9Y5X4 whole entry, looked up, the tested form may be a part): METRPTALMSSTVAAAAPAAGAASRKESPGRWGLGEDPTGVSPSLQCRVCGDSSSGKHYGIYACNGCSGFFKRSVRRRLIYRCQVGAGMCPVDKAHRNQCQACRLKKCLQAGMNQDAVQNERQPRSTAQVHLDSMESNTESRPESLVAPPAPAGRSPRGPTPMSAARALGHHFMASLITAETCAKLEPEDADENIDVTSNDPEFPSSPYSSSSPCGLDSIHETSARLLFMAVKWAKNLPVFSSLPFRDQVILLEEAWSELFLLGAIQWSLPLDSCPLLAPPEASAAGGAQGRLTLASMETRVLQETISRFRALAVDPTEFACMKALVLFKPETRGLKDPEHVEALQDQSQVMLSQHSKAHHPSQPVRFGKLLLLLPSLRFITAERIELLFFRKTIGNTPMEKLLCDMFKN
Peg3 prom inh: Peg3 promoter-driven luciferase inhibitors, primary screen, cell-based, HeLa, luciferase luminescence; HeLa PEG-Prom luciferase reporter, overnight; inhibition, % at 20 µM; 360,000 tested, 1.7% active;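 active = inhibition of at least 50% at 20 µM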
Vif inh: HIV Vif self-association inhibitors, primary screen, imaging, HEK293T, single point; HEK293T cells, Vif self-association by quenched fluorescence, 24 h; inhibition, % at 7.49 µM; 340,000 tested, 0.35% active; in the data active = inhibition above about 50%, passing the limit was not always enough; also: some results filed as inactive read as strong as hits
TRPM1 prom inh: inhibitors of MITF-dependent TRPM1 promoter reporter, primary screen, cell-based, SK-MEL-5, single point, luciferase. inhibition, % at 12.5 µM. SK-MEL-5 TRPM1 promoter luciferase, 24 h. 330,000 tested, 0.83% active;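 active = mean inhibition across replicates of 60% or more, whatever share of single replicates reaches that level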; also: values of inactives mirror those of a sister screen read the other way
hiPSC survival: enhancers of single-cell hiPSC survival, primary screen, ATPlite luminescence. survival enhancement, % at 20 µM. AID 602274, 2012. 360,000 tested, 0.044% active. 100% = ROCK inhibitor wells, 0% = DMSO; in the data active = survival enhancement above about 18%;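 also: cells exposed to compounds for 16 hours before the ATP read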
Exocytosis inh: LAMP-1 surface exposure blockers, TALL-104 cells – cell-based, flow cytometry, MLPCN library, primary screen; TALL-104 LAMP-1 surface exposure; cells stimulated with thapsigargin and PMA; inhibition, % at 10 µM; 360,000 tested, 0.66% active;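 active = inhibition above about 55%, limit read from the data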
CaV13 ICDI inh: Disruptors of the CACNA1D IQ motif to Ca2+-dependent inactivation inhibitor domain association, primary screening, Förster resonance energy transfer in intact living …; inhibition, % at 12.3 µM; HEK cells, CFP/YFP FRET ICDI-IQ, plate reader, 10 min; percent FRET-ratio fall versus neutral wells; 340,000 tested, 0.098% active;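 active = mean replicate inhibition of at least 30% and at least 1% of replicates passing that level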;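 also: 0% = median of the neutral control wells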
PDI turbidity: inhibitors of human PDI, primary screen, biochemical, turbidity, single point, plate reader; Protein disulfide-isomerase (Homo sapiens), P07237; PDI insulin aggregation turbidity, A650, 90 min; inhibition, % at 10 µM; 350,000 tested, 0.052% active; AID 588391, 2011;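 active = mean inhibition across replicates of 30% or more, whatever share of single replicates reach that level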;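 also: absorbance from insulin aggregation driven by PDI reduction with DTT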
Target sequence (P07237 whole entry, looked up): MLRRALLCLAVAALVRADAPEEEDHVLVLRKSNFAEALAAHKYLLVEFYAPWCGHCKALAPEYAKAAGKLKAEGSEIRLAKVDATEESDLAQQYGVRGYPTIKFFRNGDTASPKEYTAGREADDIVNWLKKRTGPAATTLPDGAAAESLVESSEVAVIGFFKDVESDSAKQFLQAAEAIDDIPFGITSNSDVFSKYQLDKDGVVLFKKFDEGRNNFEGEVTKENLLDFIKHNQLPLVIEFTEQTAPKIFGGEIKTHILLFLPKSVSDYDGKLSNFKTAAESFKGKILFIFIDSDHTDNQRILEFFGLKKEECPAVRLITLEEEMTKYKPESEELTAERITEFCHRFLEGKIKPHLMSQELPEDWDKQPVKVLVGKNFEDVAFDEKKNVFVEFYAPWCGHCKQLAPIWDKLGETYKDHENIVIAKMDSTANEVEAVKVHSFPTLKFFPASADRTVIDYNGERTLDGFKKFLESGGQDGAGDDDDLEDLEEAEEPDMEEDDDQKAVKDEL
NR2E3 ag-2: inhibitors of NR2E3-RetCOR corepressor binding, primary screen, NR2E3 agonist project, biochemical, TR-FRET, GST-NR2E3, biotin-RetCOR; Photoreceptor-specific nuclear receptor (Homo sapiens), Q9Y5X4; 1536-well; inhibition of corepressor binding, % at 4.78 µM; 320,000 tested, 0.12% active; AID 2300, 2010;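 active = percent inhibition above the cutoff of mean plus 3 SD of all tested compounds, set per screening campaign, cut at about 20% in these data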;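 also: 0% = DMSO wells and 100% = biotin wells as full block of FRET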
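Test system: GST-NR2E3 and biotin-RetCOR proteins | Quantity: 1.35 nM GST-tagged NR2E3 final | Medium: Tris pH 7.5 | Also added: 7 nM biotin-RetCOR | Dosing: Compound at 4.8 µM, single dose | Timing: 5 h at 4 °C | Detection: Time-resolved FRET | Read-out basis: Percent inhibition | Benchmarks: Biotin wells as high control, 0.6% DMSO wells as low control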
aDG glyco up: activators of alpha-DG glycosylation, primary screen, uHTS, Pro5-aDG cells, AlphaScreen; alpha-DG glycosylation AlphaScreen (IIH6); 0% Pro5, 100% B10-LARGE cell signal; activation, % at 10 µM; 360,000 tested, 0.22% active;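 active = activation of at least 8% versus controls, or a plate z-score of at least 8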;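 also: Pro5 are CHO cells carrying HIG-tagged alpha-DG that lacks glycosylation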
Active calls of the source: *; / = not tested or not shown. No enrichment for hits; about 3.5% have a hit in one of these screens.

Start of the data: the first 2 entries (preview)
SMILES	HIF-2a inh	NR2E3 ag-1	Peg3 prom inh	Vif inh	TRPM1 prom inh	hiPSC survival	Exocytosis inh	CaV13 ICDI inh	PDI turbidity	NR2E3 ag-2	aDG glyco up
CCc1nnc(NS(=O)(=O)c2ccc(NC(=O)c3cc(Cl)ccc3Cl)cc2)s1	15.2	-3.0	0.2	1.8	1.7	0.4	-2.5	-4.9	1.7	-2.6	0.1
O=C(c1ccccc1F)N1CCN(c2ccc([N+](=O)[O-])c3ncccc23)CC1	21.2	-5.6	13.6	4.0	24.9	-1.3	-1.2	-4.0	-15.9	3.2	1.5

Main list (from the top)
SMILES	HIF-2a inh	NR2E3 ag-1	Peg3 prom inh	Vif inh	TRPM1 prom inh	hiPSC survival	Exocytosis inh	CaV13 ICDI inh	PDI turbidity	NR2E3 ag-2	aDG glyco up
CCc1nnc(NS(=O)(=O)c2ccc(NC(=O)c3cc(Cl)ccc3Cl)cc2)s1	15.2	-3.0	0.2	1.8	1.7	0.4	-2.5	-4.9	1.7	-2.6	0.1
O=C(c1ccccc1F)N1CCN(c2ccc([N+](=O)[O-])c3ncccc23)CC1	21.2	-5.6	13.6	4.0	24.9	-1.3	-1.2	-4.0	-15.9	3.2	1.5
Cc1cc(Br)cc(Br)c1OCC(=O)NNC(=O)Nc1ccccc1	18.4	0.1	20.1	3.8	0.1	-0.8	8.4	-18.6	4.4	-2.5	0.1
CC(C)(C)C(=O)/C=C(\N)c1ccncc1	11.1	-2.9	-0.3	-4.0	7.8	5.5	2.2	-1.7	1.0	0.6	-0.2
COc1ccc(OCCOC(=O)c2cccc(-n3cnnn3)c2)cc1	-61.5	-123.3	-41.9	0.7	-12.1	-2.3	-4.7	-6.0	-1.6	3.2	0.0
Cc1c(-n2c(=S)[nH]c3ccccc3c2=O)c(=O)n(-c2ccccc2)n1C	4.9	15.2	-0.9	-0.1	2.5	1.6	-3.3	/	1.3	-2.4	0.0
COCCN1CN=C(Nc2nc3ccccc3o2)NC1	-88.5	-27.7	-78.9	-3.6	-19.2	-2.9	-2.7	-5.2	-0.8	1.9	0.0
COc1ccc(C2SCCN2S(=O)(=O)c2ccccc2)cc1 (stereo unspecified)	7.7	-18.4	8.0	-0.1	17.2	-0.2	0.0	-2.8	6.7	1.3	-0.1
COc1ccccc1Cc1c(-c2ccc(F)cc2)nc2cc(C)c(Br)c(C)n12	-77.2	-63.0	/	/	/	0.7	-4.8	-8.2	/	/	0.0
Cn1c(SCC(=O)Nc2ccccc2Cl)nnc1C1CC1	1.9	-43.4	-0.5	-8.7	-0.7	0.5	2.3	-3.2	5.6	-0.5	-0.1
Cc1ccc(CNC(=O)CN(Cc2ccccc2)S(C)(=O)=O)cc1	16.4	-20.8	7.0	-11.5	6.6	2.4	3.3	-4.3	-1.4	0.8	0.1
CS(=O)(=O)c1ccc2nc(NC(=O)c3ccc(Cl)nc3)sc2c1	-89.0	-16.6	-63.4	-1.3	-44.7	0.0	0.0	-6.8	-1.4	1.2	-0.7
CN(Cc1cc2ccccc2[nH]c1=O)C(=O)C1CCCCC1	-2.7	-8.0	13.6	-6.5	-1.1	-1.6	-5.1	-5.0	6.5	-0.7	0.1
CCCCCCC(=O)Oc1ccc(N2C(=O)CCC2=O)cc1	24.3	-12.5	1.5	-1.6	0.5	6.0	0.7	-3.2	0.0	-2.1	-0.1
COc1cc(/C=C/C(=O)c2ccc3c(c2)OCO3)cc(OC)c1OC	43.7*	-2.1	1.8	-7.0	40.1	-2.2	-0.2	/	0.7	1.3	0.2
Cn1c(=O)c(=O)n(C)c2cc(S(=O)(=O)N3CCCCCC3)ccc21	21.1	-16.3	5.4	4.3	-1.3	-2.0	1.1	/	-5.0	-1.8	-0.1
Cc1ccc(C(c2nnnn2CS(=O)(=O)c2ccc(C)cc2)N2CCC(C(N)=O)CC2)cc1 (stereo unspecified)	9.4	-14.5	6.7	46.1	5.1	-1.3	3.8	-3.9	0.6	2.2	-0.2
CC(C)CN(CC(C)C)C(=O)Nc1ccc(F)cc1F	16.0	-15.6	-3.0	-2.2	3.4	0.0	4.5	-5.0	1.7	4.4	-0.2
O=C(NCC1CC1)C1Cc2c(-c3cccc(F)c3)ccnc2O1 (stereo unspecified)	5.0	-23.4	5.6	-4.6	/	-0.7	11.8	-5.1	-18.9	/	-0.1
Fc1ccc(NC(=S)NCCc2ccccc2)c(F)c1F	-83.0	-19.5	-70.6	-5.3	-6.6	-1.7	1.3	/	-1.6	-2.0	0.4
Cc1ccc2cc3cc(C(=O)NC4CCCCC4)oc3nc2c1	-230.4	-52.1	-157.5	-4.1	-46.4	0.0	4.8	-5.9	-12.0	-4.0	0.0
COc1ccc(/C=N/NC(=O)C(=O)/C=C2\NC3(CCCC3)Cc3ccccc32)cc1	8.7	-11.7	31.2	-4.3	-8.9	-0.2	-3.1	-20.4	-2.4	-2.2	0.1
CC(C)COc1nc2c(c(=O)n(C)c(=O)n2C)n1C	8.2	-22.0	-1.8	-5.8	-8.7	0.2	2.6	-3.4	0.1	-0.8	-0.1
CC(C)c1ccc(NC2CCCN(C(=O)c3cccnc3)C2)cc1 (stereo unspecified)	-3.2	-18.3	5.4	6.9	6.2	-0.4	27.9	-10.7	-4.5	-0.7	0.1
N#CCC(CNc1ncc(C(F)(F)F)cc1Cl)OC(=O)c1ccc(Cl)cc1Cl (stereo unspecified)	-8.6	-3.9	-20.6	-4.2	8.9	-2.2	-0.3	-7.7	6.1	1.8	-0.1
O=C1CN2C(=Nc3ccc(Br)cc3C2c2ccccc2)CCN1 (stereo unspecified)	15.6	7.7	8.8	1.2	5.4	1.7	-2.4	-4.2	3.1	2.5	0.3
Cc1ccc(OCc2nnnn2-c2ccccc2)cc1	-0.1	3.8	-0.8	-5.2	-7.5	-2.4	0.8	-4.5	-5.6	-1.6	-0.3
CC(=O)N/C(=C/C(C)C)c1ccccc1	4.0	-2.8	-0.6	4.9	2.9	0.2	10.0	-3.7	3.9	4.5	-0.3
CC(C)NC(=O)Cn1c(SCC(=O)N2c3ccccc3CC2C)nc2ccccc21 (stereo unspecified)	14.2	-11.2	14.1	1.2	7.2	3.8	6.1	-3.2	-1.4	-1.6	0.1
COc1ccc(CN(CC(=O)NCc2ccco2)C(=O)CCC(=O)Nc2ccccn2)cc1	23.0	-19.0	-2.4	6.1	3.9	-0.5	1.6	-5.1	-0.4	-0.1	-0.2
C#Cc1ccc(C(=O)NCc2ccc(N3CCCC3=O)cc2)cc1	-3.6	-38.1	-10.5	-3.6	2.5	-1.6	2.0	-4.0	-4.9	-0.8	0.8
CCC(=O)N1CCC1(C)C(=O)Nc1ccccc1 (stereo unspecified)	3.7	-38.6	-5.9	15.2	/	-1.7	3.5	-4.6	-6.2	/	-0.2
CCc1ccc(-c2nc(SCC(=O)N(CCOC)c3c(N)n(Cc4ccccc4)c(=O)[nH]c3=O)n[nH]2)cc1	4.0	5.5	-22.1	1.0	4.2	-0.5	15.1	-2.8	3.9	0.8	0.1
COc1ccc(CN2C(=O)CCC2(C)c2nnnn2-c2ccc3c(c2)OCCO3)cc1OC (stereo unspecified)	6.2	-24.8	/	/	/	-0.5	-3.4	-10.7	/	/	0.2
CN(C)C(CNC1CC(C)(C)NC(C)(C)C1)c1cccc(F)c1 (stereo unspecified)	-8.9	2.4	-10.9	21.2	-3.1	-0.2	-2.9	-2.7	-36.6	3.5	0.0
CC1(C(=O)N/N=C/c2ccccc2)CC1(Cl)Cl (stereo unspecified)	-26.1	-7.3	-19.3	7.8	3.3	1.1	-2.7	-4.4	-1.5	1.9	-0.1
Cc1ccc(S(=O)(=O)N(C)C)cc1NC(=O)/C=C/c1cccs1	14.6	14.5	1.5	-3.9	0.0	2.2	-1.1	-13.4	-8.1	-4.6	-0.3
Cn1c(SCC(=O)N2CCCC2)nnc1-c1ccc2c(c1)OCO2	-20.6	-8.5	-11.9	12.5	-0.9	-0.4	-1.7	-3.4	-18.7	1.0	0.0
Fc1ccccc1COc1ccc(/C=N/n2cnnc2)cc1	-40.5	-55.0	-151.8	8.8	-52.5	-0.2	3.1	-3.1	2.1	-0.1	0.7
COC(=O)c1ccc(-n2cnc3ccccc32)nc1	-130.7	-21.3	-181.7	-4.4	18.3	-1.7	-0.4	-5.1	-4.3	0.9	0.4

Structural class, the compounds so far containing a furan ring, fused or not
SMILES	HIF-2a inh	NR2E3 ag-1	Peg3 prom inh	Vif inh	TRPM1 prom inh	hiPSC survival	Exocytosis inh	CaV13 ICDI inh	PDI turbidity	NR2E3 ag-2	aDG glyco up
Cc1ccc2cc3cc(C(=O)NC4CCCCC4)oc3nc2c1	-230.4	-52.1	-157.5	-4.1	-46.4	0.0	4.8	-5.9	-12.0	-4.0	0.0
COc1ccc(CN(CC(=O)NCc2ccco2)C(=O)CCC(=O)Nc2ccccn2)cc1	23.0	-19.0	-2.4	6.1	3.9	-0.5	1.6	-5.1	-0.4	-0.1	-0.2

Continuation:
SMILES	HIF-2a inh	NR2E3 ag-1	Peg3 prom inh	Vif inh	TRPM1 prom inh	hiPSC survival	Exocytosis inh	CaV13 ICDI inh	PDI turbidity	NR2E3 ag-2	aDG glyco up
CCOC(=O)C1CCCN(c2oc(-c3ccc(F)cc3)nc2C#N)C1 (stereo unspecified)	13.2	-12.8	2.1	9.0	-3.1	0.1	-0.9	6.9	0.8	2.6	-0.2
O=C(Nc1ccc2c(c1)OCCO2)c1ccccn1	-69.6	-122.0	42.0	23.4	32.7	-4.7	0.3	0.4	3.2	-3.5	-0.1
O=C(CSc1n[nH]c(=O)n1-c1cccnc1)Nc1ccccc1Cl	8.8	-2.0	16.7	2.4	2.6	-0.5	3.6	-6.0	-4.9	3.6	0.0
CCN1C(=O)NC(c2cc(Br)ccc2OC)C(C(=O)OC)=C1C (stereo unspecified)	25.1	-15.7	18.4	-4.0	9.8	-3.1	-0.9	-6.5	-2.8	-1.5	0.3
C=CCn1c(C)cc(C2=NNC(=Nc3ccc(C)cc3)SC2)c1C	-36.5	-32.5	-89.7	-3.5	-28.5	-3.0	-0.2	-6.9	-2.8	4.5	-0.2
O=C(NCCCN1CCOCC1)c1cccnc1SCc1ccccc1Cl	23.8	31.1	10.8	3.1	-7.9	1.7	8.7	-0.7	10.8	-1.9	0.2
Cc1nccn1-c1c2c(c(C#N)c3nc4ccccc4n13)CCCC2	11.3	-1.4	11.5	-14.2	9.0	-0.2	-3.1	-7.3	12.1	/	-0.1
CCCCCCCC(=O)NN1CCOCC1	-11.8	-38.5	-0.8	5.9	5.3	5.4	0.0	0.0	-4.7	3.3	0.1
